Screening data deposited in PubChem by Broad Institute.
PAX8 reporter – PAX8 transcriptional activity inhibition; RMG-I TPO-luciferase reporter, SteadyGlo, 24 h; inhibition, % at 12.6 µM; 360,000 tested, 1.2% active; AID 652154;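 active means mean replicate inhibition at least 60% with every replicate also reaching 60%; inconclusive means only one of the two criteria is met; inactive means mean below 60% and not all replicates reaching 60%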;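 further: luciferase light reporting Pax8 driven TPO promoter activity; plate controls were median of neutral control wells for no effect and mitoxantrone controls for full effect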
FN deposition inh – fibronectin deposition inhibition; AH1F fibroblasts, Alexa488-fibronectin deposition fluorescence, overnight; inhibition, % at 12.6 µM; 350,000 tested, 0.086% active;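 active means mean inhibition across replicates of 30% or more, regardless of how many single replicates reach that level; inconclusive means mean under 30% yet at least half of replicates reach 30%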;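 further: positive control wells lacked labelled fibronectin entirely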
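material = AH1F fibroblast monolayer depositing Alexa488-labelled fibronectin into matrix | amount = 10000 AH1F cells/well | buffer or medium = DMEM plus 2% serum, read in PBS | incubation = 1 h cell adhesion before compound, then overnight fibronectin incubation | detection = fluorescence at 485 nm excitation, 525 nm emission | evaluation = percent inhibition as loss of matrix-bound fibronectin fluorescence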
INS-1E GSIS act – primary screen for activators of insulin secretion dependent on glucose, INS-1E cells, GLuc reporter luminescence; INS-1E GLuc reporter insulin secretion, 2-3 h; activation, % at 16.6 µM; 370,000 tested, 0.61% active;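 active means lowest replicate activation of at least 40%, so every replicate reaches that level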;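 further: 0% = median of neutral control wells and 100% = median of IBMX positive control wells; some compounds called inactive have numbers as strong as hits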
CFTR F508del cor – correctors of CFTR F508del function in bronchial epithelial cells; CFBE cells, YFP halide quenching; stimulated with forskolin plus potentiator P3; % fluorescence drop versus neutral controls; activity (quench increase), % at 7.58 µM; 350,000 tested, 0.36% active; AID 720511;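 active means mean added fluorescence quench of at least 8% versus neutral control, with both replicates also reaching 8%; inconclusive means only one of the mean or replicate conditions met; inactive means mean below 8% and not both replicates reaching 8%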;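 further: cells transiently co-express mutant CFTR-F508del with the halide-sensitive YFP; corrector assay measuring rescue of mutant channel to the surface after 24 h compound exposure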
DENV2 CPE – inhibitors of DENV2 cytopathic effect | DENV2-infected cells, cytopathic effect rescue, plate reader | CPE inhibition, % at 9.99 µM | 350,000 tested, 1.7% active; in the data active means CPE inhibition above about 20%, passing the limit was not always enough; inconclusive means no clear call, values can overlap the other calls; tested in BHK-21 cells;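 further: 0% = median of neutral control wells and 100% = median of positive control wells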
EWS-Fli block – EWS/Fli transcriptional activity inhibition; A673 NR0B1-luciferase reporter, viability-normalised; inhibition, % at 12.6 µM; 350,000 tested, 0.67% active; AID 651661;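 active means mean inhibition of at least 50% after viability correction, with every replicate also passing that limit; inconclusive means mean reaches 50% but only one of two replicates passes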;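 further: firefly luciferase signal divided by Alamar Blue viability fluorescence both relative to DMSO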
miR122 inh – miR-122 inhibition in Huh7 cells. activation (reporter increase), % at 12.5 µM. Huh7 miR-122 Renilla luciferase sensor, 48 h; neutral wells = 0, positive control = 100. 340,000 tested, 0.3% active. AID 602342;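 active means mean replicate activation score at least 90 and every replicate individually at or above 90; inconclusive means only one of the two criteria met; inactive means neither criterion met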;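 further: higher luciferase means less miR-122 activity so hits act as miR-122 inhibitors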
An asterisk follows results filed as active; ? = inconclusive; . = no result given; & = joins results of further samples; [ ] = remark or other dose.

molecule,miR122 inh,EWS-Fli block,INS-1E GSIS act,PAX8 reporter,DENV2 CPE,CFTR F508del cor,FN deposition inh
C/C(=N\Nc1ncc(Cl)cc1Cl)c1ccc(S(=O)(=O)NCc2ccco2)cc1,.,.,-22,-135,.,.,3
Cc1ccc(C)c(N2CCN(C(=O)CN(C)S(=O)(=O)c3ccc4c(c3)CCC(=O)N4)CC2)c1,5,2,-17,-13,-3,0.9,4
Cc1ccc(S(=O)(=O)N[C@H]2CC[C@H](CC(=O)NCc3ccc(Cl)c(Cl)c3)O[C@H]2CO)cc1,.,-1,-21,13,-4,0.7,.
COc1ccc(S(=O)(=O)N(C)C[C@@H]2OCCCC[C@H](C)Oc3ccc(NC(=O)c4ccncc4)cc3C(=O)N([C@H](C)CO)C[C@@H]2C)cc1,0[16.7 µM],22,-1,0,2,1.6,0
CCCNC(=O)N1[C@@H]2Cn3c(ccc(-c4cccc(OC)c4)c3=O)[C@H]1[C@@H](C(=O)NC1CCC1)[C@@H]2CO,.,1,-1,.,1,.,.
CC(C)CC(=O)NC(=S)Nc1ccc(CN2CCOCC2)cc1,.,-24,10,5,1,-1.3,-5
COC(=O)C1(Cc2cc(-c3ccc(Cl)cc3)no2)CCN(C(=O)OC(C)(C)C)CC1,0,-19,-26,7,?,-1.1,1
Cc1ccc(/C=N/NC(=O)CN2CCN(Cc3ccccc3)CC2)o1,2,5,16,-6,3,-1.6,2
CN1CCN(C(=O)C[C@H]2C[C@@H]3c4cc(NC(=O)c5ccc6c(c5)OCO6)ccc4O[C@@H]3[C@@H](CO)O2)CC1,2[16.7 µM],-4,6,-12,7,-0.1,.
CCCNC(=O)CN1C(=O)COc2ccc(S(=O)(=O)N3CC(C)CC(C)C3)cc21 (centres undefined),-7,-3,7,5,-3,-0.6,1
COC(=O)c1ccc(NC(=O)CSc2nnc(Cc3cccn3C)n2-c2ccc(F)cc2)cc1,2,-1,-1,6,2,3.7,-7
Cn1cc(P(=O)(N2CCOCC2)N2CCOCC2)cc1P(=S)(N1CCOCC1)N1CCOCC1,.,3,5,7,3,0.0,-19
Cc1nn(C)cc1CNC(=O)Nc1ccc(Cl)c(Cl)c1,-1,.,.,-111,.,.,3
O=C(COc1ccc(-n2ccnc2)cc1)Nc1cccc(F)c1,3,-82,40,-19,7,1.3,-1
COc1ccc(OCC(=O)NC2CCCc3ccccc32)cc1 (centres undefined),13,3,2,3,4,-1.0,-1
CCCc1cc(C(=O)N2CCN(c3ccc(C(F)(F)F)cn3)CC2)sc1C,-2,-5,-15,-7,0,-1.4,-6
O=C(CCC(=O)Nc1ccccc1Cl)NNC(=S)Nc1ccccc1C(F)(F)F,7,5,12,-8,-4,0.1,.
COc1cc(C(=O)N[C@@H](C)C(=O)NCc2ccco2)cc(OC)c1OC,-6,-5,4,6,-3,-3.5,.
Cc1ccc(-n2nnnc2SCC(=O)c2c(N)n(C3CC3)c(=O)[nH]c2=O)cc1,20,-1,21,-1,0,-2.7,9
Cc1ccccc1-c1nc(P(=O)(c2ccccc2)c2ccccc2)c(N2CCOCC2)o1,.,19,-44,27,-2,2.0,5
CCOC(=O)C(C)(C)N(Cc1ccc(C)cc1)S(=O)(=O)c1ccc(Cl)c([N+](=O)[O-])c1,.,73*,.,-2,-5,.,6
CO[C@H]1CN(C)C(=O)c2cc(NS(=O)(=O)c3cn(C)cn3)ccc2OC[C@@H](C)NC[C@H]1C,0[16.7 µM],-15,6,9,-2,-0.2,0
Cc1ccc(OCC(=O)Nc2ccc(O)c(C(=O)O)c2)cc1C,.,8,-3,.,-1,-3.6,.
COc1ccc2c3c(n(C)c2c1)[C@@H](CO)N(CC1CC1)CC31CCN(C(=O)Nc2ccccc2)CC1,.,-1,-10,1,4,2.2,.

Part of the list above with just PAX8 reporter, DENV2 CPE and miR122 inh.
canonical_smiles,PAX8 reporter,DENV2 CPE,miR122 inh
O=C(COc1ccc(-n2ccnc2)cc1)Nc1cccc(F)c1,-19,7,3
COc1ccc(OCC(=O)NC2CCCc3ccccc32)cc1 (centres undefined),3,4,13
CCCc1cc(C(=O)N2CCN(c3ccc(C(F)(F)F)cn3)CC2)sc1C,-7,0,-2

Going on with the list.
molecule,miR122 inh,EWS-Fli block,INS-1E GSIS act,PAX8 reporter,DENV2 CPE,CFTR F508del cor,FN deposition inh
CC1CCc2nn(CC(=O)NCCCN3CCOCC3)cc2C1 (centres undefined),.,0,6,3,-3,0.7,-4
COc1ccc(N(CC(=O)Nc2ccc(C)cn2)S(=O)(=O)c2c(C)nn(C)c2C)cc1,-12,-5,-2,4,-11,-4.8,8
Cc1ccccc1S(=O)(=O)Cc1ccc(C(=O)N2CCN(C3CCCCC3)CC2)o1,-3,-2,-1,4,2,0.4,-8
CO[C@@H]1CN(C)C(=O)c2ccc(NC(=O)Nc3ccccc3Cl)cc2OC[C@@H](C)NC[C@@H]1C,.,-6,13,-20,3,-0.6,-2
Cn1c(=O)cc(OCCCC(=O)NCCN2CCN(c3ccccc3F)CC2)c2ccccc21,2,9,.,-4,14,3.9,.
CC(=O)Nc1ccc2c(c1)c1ccccc1n2C(C)=O,36,-13,15,-6,.,0.2,5
C[C@H]1O[C@H]1P(=O)(O)O,2,-12,.,-29,11,-3.6,6
O=c1[nH]c(-c2ccccc2)cnc1-c1ccccc1,2,-94,2,-158,1,1.0,2
CC(=O)C1CCC2C3CCC4=CC(=O)CCC4(C)C3C(O)CC12C (centres undefined),-1,2,.,-5,-1,-4.7,1
O=C(NC(=O)c1cc(OCC(F)(F)F)ccc1OCC(F)(F)F)Nc1ccccc1,7,7,7,4,5,0.0,-2
CO[C@H]1CN(C)C(=O)c2cc(NC(=O)C3CCCCC3)ccc2OC[C@H](C)NC[C@H]1C,.,8,6,-8,?,0.8,-1
CCC(=O)Nc1ccc2c(c1)C(=O)N(C)C[C@H](OC)[C@H](C)CN(Cc1ccccc1)[C@@H](C)CO2,11[16.7 µM],6,0,.,7,-4.0,20

An excerpt from above in order of the miR122 inh value, largest number first.
Molecule	miR122 inh
O=C(CCC(=O)Nc1ccccc1Cl)NNC(=S)Nc1ccccc1C(F)(F)F	7
O=c1[nH]c(-c2ccccc2)cnc1-c1ccccc1	2
Cc1ccccc1S(=O)(=O)Cc1ccc(C(=O)N2CCN(C3CCCCC3)CC2)o1	-3
COc1cc(C(=O)N[C@@H](C)C(=O)NCc2ccco2)cc(OC)c1OC	-6
CCCNC(=O)CN1C(=O)COc2ccc(S(=O)(=O)N3CC(C)CC(C)C3)cc21 (centres undefined)	-7

Carrying on.
molecule,miR122 inh,EWS-Fli block,INS-1E GSIS act,PAX8 reporter,DENV2 CPE,CFTR F508del cor,FN deposition inh
COc1ccc(NC(=O)CN(C)S(=O)(=O)c2ccccc2)cc1,-1,0,-8,.,-3,-2.8,.
CSCCC(NC(=O)c1cccc(S(=O)(=O)N2CCOCC2)c1)c1nc2ccccc2[nH]1 (centres undefined),22,0,-27,-4,0,-0.4,2
C[C@H](CO)N1C[C@H](C)[C@@H](CN(C)C(=O)Nc2ccccc2)Oc2ccc(NC(=O)CCCCCC(=O)Nc3ccccc3N)cc2CC1=O,.,-19,0,-17,-6,0.3,.
CC1CCCCN1C(=O)CSc1nnc(-c2ccccc2O)o1 (centres undefined),.,-49,-39,-4,-1,-1.1,-6
Cc1csc2ncc(C(=O)Nc3ccccc3F)c(=O)n12,10,-61,.,2,-2,-2.8,-3
O=C(O)CCC(=O)NNC(=O)CCC(=O)Nc1ccccc1,2,0,1,7,.,-0.4,-2
COc1ccc(S(=O)(=O)N2CC[C@@H]3[C@@H](CO)Nc4ccc(C#Cc5cccnc5)cc4[C@@H]32)cc1,-4[16.7 µM],-3,-2,7,?,-0.6,4
CCOC(=O)N/N=C\C=C\c1ccc2c(c1)OCO2,-3,-20,-2,-111,-7,2.6,-18
COC(=O)c1ccccc1NC(=O)NCc1ccccc1,-1,10,10,10,-2,.,-2
Cc1ccccc1OCC(=O)Nc1ccccc1N1CCC(C)CC1,.,5,-1,15,-10,-1.8,-16
C[C@H]1CN([C@@H](C)CO)C(=O)c2cc(C#Cc3cccnc3)cnc2O[C@@H]1CN(C)C(=O)CC1CC1,8[16.7 µM],7,22,.,-4,2.9,2
C[C@H](CO)N1C[C@H](C)[C@@H](CN(C)C(=O)Cc2ccccn2)Oc2cc(-c3ccc(C(=O)N(C)C)cc3)ccc2S1(=O)=O,40[16.7 µM],-13,-2,-2,9,2.1,.
CCOCCCNC(=S)Nc1ccc(Br)cc1Cl,86,-6,-23,-33,0,1.1,-11
FC(F)(F)COc1ccc(-c2nnc(SCc3ccccc3)o2)cn1,.,-1,-6,-7,0,-0.6,0
COc1cc(/C=N/Nc2nn3cnnc3c3ccccc23)cc(OC)c1OC,-1,.,.,-32,.,.,-7
CCO[C@@H]1OC(C(=O)NCc2ccccc2)=C[C@H](c2ccc3c(c2)OCO3)[C@H]1CCCO,-3,-13,-12,-8,-6,-0.9,2
O=C(C1CCN(S(=O)(=O)N2CCC3(CC2)OCCO3)CC1)N1CCCCC1,15,.,-1,0,.,.,6
C=CCSc1nc(N)c2c3c(sc2n1)CN(C)CC3,0,-29,21,-46,-5,-2.0,7
CCCC(=O)OC[C@H]1CN(C2CCCC2)S(=O)(=O)c2c(F)cccc2O1,.,3,4,-3,49*,-4.4,0
COCCN(CC1CCCN(C2Cc3ccccc3C2)C1)C(=O)c1cccc(C)c1 (centres undefined),-5,12,0,5,3,-0.8,5
CCC(=O)N1[C@@H]2c3ccc(-c4cccc(F)c4)c(=O)n3C[C@@H]2[C@@H](CO)[C@@H]1C(=O)OC,0[16.7 µM],0,7,-5,76*,-0.2,.
C/C=C(\C)c1nnc(NC(=O)c2ccco2)s1,-3,.,.,-66,.,.,4
CNC(=S)NCCc1ccc(OC)c(OC)c1,.,-12,33,33,.,1.7,12
C[C@H](CO)N1C[C@H](C)[C@H](CN(C)C(=O)Nc2cc(F)ccc2F)Oc2cc(C#CC3CC3)ccc2S1(=O)=O,-7[16.7 µM],-4,-10,.,.,2.6,.
CC(C)COC(=O)N(C)C[C@H]1OCc2cnnn2CCCC(=O)N([C@H](C)CO)C[C@@H]1C,1,-8&-4&-1,10&18,2&10,3&-6&0,2.1&0.1&2.7,5&-4
CCOC(=O)N1CCN(C(=O)c2cccc(N3C(=O)NC4CC3(C)Oc3ccc(Cl)cc34)c2)CC1 (centres undefined),0,.,-8,30,-2,0.8,4
O=C(c1ccc(COc2ccccc2Cl)o1)N1CCOCC1,-1,-5,4,-20,-3,-0.4,-11
CC(C)NC(=O)c1cc2c(=O)n3ccccc3nc2s1,1,-47,-1,-15,-3,-2.8,-3
C[C@@H]1CN([C@H](C)CO)S(=O)(=O)c2ccc(-c3ccncc3)cc2O[C@H]1CN(C)C(=O)C1CC1,8[16.7 µM],-5,5,.,?,0.3,1
CCCn1c(=N)n(CC(=O)c2ccc([N+](=O)[O-])cc2)c2ccccc21,.,-1,-11,-20,-4,2.9,-10
CCOC(=O)C(=NCCCN1CCOCC1)NNc1cccc(C(F)(F)F)c1,2,7,16,19,4,1.0,-7
